Compound activity deposited in PubChem by National Center for Advancing Translational Sciences (NCATS).
Mm-Cpn inhibitor – Inhibitors of TCP-1 ring complex (TRiC) of Methanococcus maripaludis (MmCpn): qHTS. Chaperonin Mm-Cpn (Methanococcus maripaludis). purified Mm-Cpn ATPase, ADP Transcreener TR-FRET. Potency, µM (top dose mostly 76.9 µM), without a hit: at the highest dose activity, negative = inhibition, most hits filed as inhibitors. hit rate 0.031% among 330,000. AID 504842, 2011; note: potency is the fitted concentration of half-maximal effect; % is set by controls: 0 for no effect and ±100 for the full control effect; nearly all actives have a fitted effect of over 80% in size
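ATPase turnover read by TR-FRET ADP competition (Eu cryptate antibody/ADP-d2, 665/590 nm): 10uM ATP final, 25nM Mm-CPN final, 30 min 37degC after 10-min compound preincubation, pH 7.4 Tris/KCl/MgCl2/DTT buffer.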
CCT chaperon mod – High-Throughput Screening for Modulators of Cytosolic Chaperonin Activity. purified chaperonin ATPase assay, HTRF ADP detection, 30 min. activity change, % (no concentration beside the values), hits read low. hit rate 0.3% among 360,000. AID 651819, 2012; in the data active = activity change below about -30%; note: % is set by controls: 0 for no effect and ±100 for the full control effect
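Nucleotide hydrolysis assay: TRiC at 20–40 nM final (set by batch activity) with 10 uM ATP, 30 min at 37 °C, in presence of 76 uM compound. Detection by competitive ADP HTRF, 30 min ambient.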
Nrf2 block – Nrf2 qHTS screen for inhibitors | hit rate 2.1% among 360,000 | Potency, µM (doses to about 46 µM), for the others: at the highest dose activity change, negative = inhibition, most hits filed as inhibitors | A549 ARE-Fluc reporter, luciferase luminescence, 18-24 h; note: potency is the fitted concentration of half-maximal effect; % is set by controls: 0 for no effect and ±100 for the full control effect; nearly all actives have a fitted effect of over 60% in size
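Cells were seeded and rested 2 h, then exposed to compounds for 18-24 h. CellTiter-Fluor was read first as a viability measure. BugLite was added 15 min before the final luminescent read of ARE-luciferase activity in A549 cells.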
pAkt inh – HTS Assay for Inhibitors of Akt Phophorylation: Primary Screen | hit rate 0.32% among 360,000 | Neuro2A IGF-stimulated pAkt S473 HTRF, 20 min; hits give low values | AID 651550, 2012 | activity change, % for hits at 50 µM; in the data active = activity change below about -80%; inconclusive = mostly about -51% to -80%; note: % is set by controls: 0 for no effect and ±100 for the full control effect
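Neuro2A cells (4,500/well, DMEM with 0.5% FBS) were treated with compound at a single 50 µM final concentration, stimulated with 6 nM IGF for 20 min at 37 °C, and lysed. Phospho-Akt Ser473 was read by HTRF as 665/615 ratio ×10^4.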
TGFb SMAD3 inh – qHTS for Inhibitors of TGF-b; hit rate 1.2% among 410,000; HepG2 CAGA-GFP TGF-b/SMAD3 reporter, GFP fluorescence, 18 h; TGF-beta stimulated, 500 pg/mL final; Potency, µM (series often up to 46.1 µM), for the others: top-dose activity, negative = inhibition, most hits filed as inhibitors; AID 588855, 2011; note: potency is the fitted concentration of half-maximal effect; % is set by controls: 0 for no effect and ±100 for the full control effect; nearly all actives have a fitted effect of over 65% in size
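Per well, imaged GFP fluorescence of HEPG2 CAGA-GFP cells gives the signal; cells get compound, then TGF-beta (500 pg/mL final), 18 h at 37 degrees C; %Activity versus -TGF-beta and +DMSO controls.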
A549 viability – Nrf2 qHTS screen for inhibitors: counterscreen for cytotoxicity; A549 ARE-Fluc cells, CellTiter-Fluor viability, 18-24 h; Potency, µM (series often up to 46 µM), for inactives: at the highest dose activity change, negative = cytotoxicity, actives largely listed as inhibitors; hit rate 0.16% among 390,000; AID 504648, 2011; note: potency is the fitted concentration of half-maximal effect; % is set by controls: 0 for no effect and ±100 for the full control effect
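A549 ARE-Fluc cells in 5% FBS OPTI-MEM, 5000 cells/well, rested 2 h then exposed to compounds in concentration-response for 18-24 h at 37 °C. Viability by CellTiter-Fluor fluorescence (Ex 405/Em 525) after 30 min; luciferase luminescence (BugLite, 15 min, RT) read afterwards.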
EPAC2 ag – qHTS for Agonist of cAMP-regulated guanine nucleotide exchange factor 4 (EPAC2): primary screen; EPAC2 activation, biochemical qHTS; response scale: 100% = 6.5 mM cAMP response; Potency, µM (doses to about 154 µM), inactives show top-dose activation, most hits filed as activators; Rap guanine nucleotide exchange factor 4 (Homo sapiens), Q8WZA2; AID 720711, 2013; hit rate 0.079% among 360,000; note: potency is the fitted concentration of half-maximal effect; nearly all actives have a fitted effect of over 50% in size
Target sequence (Q8WZA2 whole entry, looked up): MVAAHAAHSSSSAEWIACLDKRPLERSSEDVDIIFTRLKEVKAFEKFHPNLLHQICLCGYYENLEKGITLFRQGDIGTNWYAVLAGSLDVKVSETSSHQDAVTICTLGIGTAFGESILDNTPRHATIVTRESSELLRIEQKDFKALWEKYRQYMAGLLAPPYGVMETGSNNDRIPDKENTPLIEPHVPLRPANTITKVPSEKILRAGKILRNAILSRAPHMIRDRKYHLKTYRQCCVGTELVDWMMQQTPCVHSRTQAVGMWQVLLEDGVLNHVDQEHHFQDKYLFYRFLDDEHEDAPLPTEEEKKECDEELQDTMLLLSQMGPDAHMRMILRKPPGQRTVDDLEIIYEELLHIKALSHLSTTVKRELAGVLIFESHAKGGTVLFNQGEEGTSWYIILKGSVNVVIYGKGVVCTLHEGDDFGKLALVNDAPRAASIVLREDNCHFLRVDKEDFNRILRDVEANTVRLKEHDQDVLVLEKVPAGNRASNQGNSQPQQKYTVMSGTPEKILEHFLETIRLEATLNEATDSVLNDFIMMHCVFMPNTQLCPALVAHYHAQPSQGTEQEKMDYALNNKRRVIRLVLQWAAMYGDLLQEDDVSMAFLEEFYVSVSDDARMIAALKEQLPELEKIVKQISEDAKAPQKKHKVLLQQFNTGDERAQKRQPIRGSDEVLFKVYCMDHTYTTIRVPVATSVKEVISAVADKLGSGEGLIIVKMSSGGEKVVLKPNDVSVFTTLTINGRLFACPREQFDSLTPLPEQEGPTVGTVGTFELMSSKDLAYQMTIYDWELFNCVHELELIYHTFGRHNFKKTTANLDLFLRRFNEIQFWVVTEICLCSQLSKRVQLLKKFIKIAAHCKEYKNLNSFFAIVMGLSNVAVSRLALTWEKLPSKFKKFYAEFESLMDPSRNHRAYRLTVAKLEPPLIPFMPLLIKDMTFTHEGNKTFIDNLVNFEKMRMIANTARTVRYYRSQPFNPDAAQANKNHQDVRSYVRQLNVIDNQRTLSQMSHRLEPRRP
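Readout is BODIPY fluorescence (480 nm excitation, 540 nm emission), which falls as labeled GDP is exchanged off Rap1B. EPAC2 at 100 nM acted on 250 nM RAP1B-BODIPY-GDP with 50 uM GDP present.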
Nrf2 ARE act – qHTS of Nrf2 Activators; Potency, µM (top dose mostly 46.1 µM), inactives show top-dose activation, hits mostly activators; AID 624171, 2012; hit rate 0.31% among 410,000; AREc32 ARE-luciferase reporter (MCF7-derived line), luminescence, 24 h; note: potency is the fitted concentration of half-maximal effect; % of control where 0% means no effect; nearly all actives have a fitted effect of over 65% in size
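Luciferase luminescence (Steady-Glo, 30 min at room temperature) served as the read-out of ARE activation in AREc32 cells treated with compounds for 24 hr at 37 deg C.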
EPAC2 antagonist – qHTS for Antagonist of cAMP-regulated guanine nucleotide exchange factor 2 (EPAC2): primary screen; Rap guanine nucleotide exchange factor 4 (Homo sapiens), Q8WZA2; EPAC2 GEF exchange of Rap1B-BODIPY-GDP, fluorescence; Potency, µM (doses to about 114 µM), for the others: at the top dose activity, negative = inhibition, actives largely listed as inhibitors; hit rate 0.18% among 360,000; note: potency is the fitted concentration of half-maximal effect; % is set by controls: 0 for no effect and ±100 for the full control effect; nearly all actives have a fitted effect of over 45% in size; many of its hits are not listed in these tables
Numbers without * were called inactive; i = inactive; ? = inconclusive; . = not tested or not shown; & = joins results of further samples; [ ] = another dose, or the depositor's remark. Unless noted, calls come from the whole dose curve; as a rule, active = well fitted curve in the direction sought with a large enough effect; inconclusive = small, poorly fitted or top-dose-only effect, or another doubt; inactive = no such curve, though single readings can be large; an effect the other way counts as inactive or inconclusive. Some of the compounds tested; the hit share may differ from the screen's.

SMILES | Mm-Cpn inhibitor | CCT chaperon mod | Nrf2 block | pAkt inh | TGFb SMAD3 inh | A549 viability | EPAC2 ag | Nrf2 ARE act | EPAC2 antagonist
CN(Cc1ccc(F)cc1)C(=O)CNC(=O)c1ccc2c(c1)OCO2 | -1% | 3.6 | ? | i | -2% | 0% | 1% | -0.5% | 8%
CSc1nc2ccccc2n1CC(=O)Nc1c(C)cccc1C | -1% | 0.1 | -15% | i | 0% | -3% | -5% | -0.6% | 5%
COCCNC(=O)Cn1cc2c(n1)-c1c(oc(C(=O)N3CCCC3)c1C)CC2 | . | . | -5% | . | -32% | -2% | . | -1.1% | .
COc1ccc(CCNC(=O)c2ccc3ccccc3n2)cc1 | 1% | -3.8 | ? | i | -2% | 2% | 21% | 4.5% | 4%
O=C(COc1cccc(Cl)c1)NCC(c1cccs1)N1CCOCC1 (centres undefined) | 0% | -1.1 | ? | i | -24% | -1% | -2% | 0.4% | 1%
Cc1nc(CCNS(=O)(=O)c2cccnc2)cs1 | 0% | -1.6 | -4% | i | 4% | -8% | 9% | 0.0% | 1%
COc1cc(C(CCN2CCOCC2)c2c(OC)cc(OC)c3c2OC(=O)CC3c2ccc(N(C)C)cc2)cc(OC)c1OC (centres undefined) | 1% | 0.3 | -3%&13% | i | -26%&0% | -9%&-9% | 6% | 0.0% | -27%
Cc1ccc(-c2nc3nc4ccccc4nc3n2Cc2ccco2)cc1 | -1% | -0.6 | ? | i | -4% | -3% | -2% | 7.5% | 2%
COc1nc(/C(N)=N/O)nc(N2CCCCC2)n1 | 1% | 0.6 | 3% | i | -6% | -14% | -4% | 0.2% | 4%
CC(C)Oc1ccc(C(=O)NCC(=O)N2CCN(S(=O)(=O)/C=C/c3ccccc3)CC2)cc1 | 0% | 0.3 | -28% | i | -17% | 0% | 6% | 1.7% | -10%
COc1ccc(S(=O)(=O)NCCCN2CCOCC2)c2ccccc12 | 0% | -0.7 | 5% | i | 9% | -3% | 3% | -1.0% | 5%
CCOC(=O)C1C(=O)CC(C)(O)C(C(=O)OCC)C1c1ccccc1 (centres undefined) | 1% | -0.9 | 26% | i | -27% | 5% | -3% | 0.2% | 1%
Cc1ccc(NC(=O)Cc2n[nH]c(=O)c3ccccc23)cc1S(=O)(=O)N1CCCCCC1 | -2% | -1.4 | 10µM* | i | ? | -18% | -1% | 1.7% | 0%
Cn1cccc1-c1cc(C(=O)N2CCc3c([nH]c4ccccc34)C2c2ccccn2)[nH]n1 (centres undefined) | -9% | 0.1 | ? | i | ? | -9% | 12% | 13% | -6%
CCn1cc2nc(SCC(=O)Nc3ccc(OC)cc3OC)n(Cc3ccc(Cl)cc3)c(=O)c2n1 | . | . | ? | . | 9% | -20% | . | -1.1% | .
NC(=O)c1ncn([C@@H]2O[C@H](CN=C3NS(=O)(=O)c4ccccc43)[C@@H](O)[C@H]2O)n1 | . | -1.9 | 17% | i | -2% | 2% | 1% | -0.2% | -8%
COc1cccc(NC(=O)c2cc3ccccc3oc2=O)c1 | 2% | 1.0 | ? | i | 1% | -1% | -6% | 18% | 3%
CCC(C(=O)NC1CCCC1)N(Cc1ccc2c(c1)OCO2)C(=O)c1snc(C(N)=O)c1N (centres undefined) | 1% | 0.2 | -5% | i | -35% | -12%[1.84 µM] | 5% | -0.4% | 3%
CN1CCC(N(C)S(=O)(=O)c2ccc(NC(=O)Cc3ccc(F)cc3)cc2)CC1 | -2% | 1.4 | 9% | i | -7% | 7% | 7% | 0.5% | 4%
O=C(c1ccco1)N1CCN(c2ccc([N+](=O)[O-])cc2F)CC1 | -4% | -0.4 | -5% | i | -2% | -7% | 6% | 3.2% | 5%
CCN1CCCc2cc(CN(CCN3CCOCC3)C(=S)Nc3ccc(OC)c(Cl)c3)ccc21 | -3% | 0.0 | -5% | i | 0% | -3% | 0% | 0.0% | 5%
COc1ccccc1NS(=O)(=O)c1cc(NC(=O)c2sc3cc(Cl)ccc3c2Cl)ccc1C | -7% | 0.6 | -5% | i | 18% | -4% | 3% | 0.3% | -2%[57.1 µM]
O=C(COc1ccc2ccccc2c1)NNC(=O)Cc1cccc2ccccc12 | -2% | -0.8 | -11% | i | -15% | -3% | 4% | -0.1% | 14%
CC1=NN(/C(=N\c2nnc(C)s2)Nc2ccc(C(C)(C)C)cc2)[C@H](c2ccc(C)cc2)S1 | -2% | -2.3 | ? | i | -56% | ? | 9% | 0.4% | -4%
CCOC(=O)c1sc2nc(C)cc(C)c2c1N | -1% | -1.1 | -3% | i | 0% | 5% | 6% | 10% | -4%
CCC1CCCCN1C(=O)CSc1nnc(-c2ccc(OC)c(OC)c2)o1 (centres undefined) | . | . | -28% | . | -16% | -6% | . | 0.0% | .
Cc1ccccc1COC(=O)c1nn(-c2ccccc2)nc1N | 0% | -2.9 | -10%&18% | i | 0%&3% | 11%&-7% | 19% | 0.0%&1.4% | -11%
Nc1nnc(Cc2ccccc2F)s1 | 0% | 0.6 | ? | i | 4% | 2% | 6% | 0.1% | -4%
CCCC(=O)N(Cc1cc(=O)[nH]c2ccccc12)c1ccc(OC)cc1 | 1% | 1.2 | 3% | i | -4% | -5% | -6% | 1.3% | -4%
CC(C)CNc1nc(SCC(=O)Nc2ccccc2)nc(N2CCOCC2)n1 | 2% | 5.6 | -18% | i | 3% | -10% | -11% | 0.2% | 7%
CC(C)CNC(=O)C1c2ccccc2Oc2ccccc21 | -1% | -4.3 | -7% | i | 0% | 2% | -3% | -1.0% | 15%
CC(=O)Cc1cc(O)c2ccccc2c1OC(=O)c1ccccc1 | 1% | -0.1 | -6% | i | ? | 1% | 9% | 19% | -10%
O=C(COC(=O)c1ccccc1SCC(=O)N1CCCC1)Nc1ccccc1C(F)(F)F | 0% | 0.7 | 6% | i | 8% | 0% | -3% | 2.5% | 14%
Cc1cc(C)c(NC(=O)C(C)N2CCCCCC2)c(C)c1 (centres undefined) | 0% | -1.0 | 3% | i | -11% | -1% | 8% | -0.5% | 5%
CC(Sc1nnc(COc2ccccc2)n1Cc1ccccc1)C(=O)O (centres undefined) | -2% | 0.0 | 2% | i | 3% | 2% | 4% | -0.6% | -5%
O=C(Nc1nnc(-c2ccccc2Cl)o1)c1nc2ccccc2s1 | 0% | -1.8 | -5% | i | -21% | -6% | -2% | 3.4% | 19%
CCOC(=O)c1cc(C#N)c(SC)nc1-c1ccccc1 | -5% | -0.2 | . | i | 6% | -4% | 6% | 11% | -1%
COc1ccc(Br)cc1/C=N/NC(=O)CN1CCN(Cc2ccccc2)CC1 | 0% | -2.1 | -5% | i | 15% | -3% | 12% | 3.3% | 0%
Cc1ccc(/C=N\NC(=O)c2ccc3c(c2)OCO3)o1 | 1% | 0.2 | 1% | i | 13% | 3% | 6% | -0.1% | 3%
COC(=O)CN1C(=O)CSc2ccc(S(=O)(=O)Nc3ccc(Cl)cc3C)cc21 | . | . | -26% | . | ? | -1% | . | 0.4% | .
COc1cccc(CNC(=O)CCCn2ccc3cc(S(=O)(=O)N4CCCC4)ccc32)c1 | 0% | 1.4 | -4% | i | -26% | -2% | -9% | -0.1% | -18%
CCOC(=O)c1ccc(Cn2c(-c3ccccc3)nnc2-c2ccccc2)o1 | 2% | 0.4 | 17% | i | -10% | 0% | 1% | 5.2% | -2%
COc1ccc(NC(C)=O)cc1NC(=O)CN1CCN(C(=O)c2ccco2)CC1 | -3% | 1.3 | 14% | i | 0% | -4% | 8% | -0.8% | 17%
CCOC(=O)c1cc(C)[nH]c1C | 3% | -3.6 | 2% | i | 16% | 16% | 9% | 0.4% | 3%
CC(C)CC(=O)O/N=C1\C(=O)N(c2ccccc2)c2ccccc21 | 0% | -1.3 | -15% | i | 8% | 0% | 3% | 0.2% | -2%
CCCS(=O)(=O)NC(=O)C1(C)CCN(C(=O)Cc2ccc(OC)c(OC)c2)C1 (centres undefined) | . | -0.7 | . | i | 21% | . | 4% | -0.9%[9.22 µM] | 6%
CC(=O)c1ccc(NC(=O)c2cn(-c3ccccc3)nc2-c2ccncc2)cc1 | -5% | -1.7 | -5% | i | -12% | -5% | 2% | -0.1% | -1%
O=C(COC(=O)c1cc[n+]([O-])cc1)NCc1ccccc1Cl | 2% | 0.8 | -10% | i | 4% | 1% | 3% | 0.1% | 3%
COc1ccc(/C=N/NC(=O)c2[nH]c3ccc(Cl)cc3c2-c2ccccc2)c(C(=O)O)c1OC | -2% | -4.1 | 0% | i | ? | 4% | -2% | 3.5% | 3%
O=C(CSc1nc(O)cc(=O)n1-c1ccccc1)Nc1ccccn1 | 3% | 2.0 | 9% | i | 18% | 1% | 3% | 0.1% | 6%
CC(=O)c1cccc(-c2ccc(CN3C(CC(C)C)C(=O)N(Cc4cn(CC5CCCCC5)nn4)CCS3(=O)=O)cc2)c1 (centres undefined) | . | 0.1 | ? | i | ? | -6% | 11% | 5.1% | 9%
CCCCCCc1ccc(-c2ncc(N)cn2)cc1 | -1% | -2.2 | . | i | -19% | 10% | -17% | 2.7% | -24%
COc1cc(/C=C/C(=O)OCC(=O)Nc2ccc(NC(C)=O)cc2)cc(S(=O)(=O)N2CCc3ccccc32)c1OC | -1% | -45* | -24% | i | -23% | -2% | 12% | ? | 0%
[O-][n+]1onc2c3cc(-c4ccccc4)nnc3ccc21 | 0% | -1.5 | 1% | i | ? | -16% | 3% | ? | -1%
